IDH1 R132H inh: qHTS for Inhibitors of mutant isocitrate dehydrogenase 1 (IDH1): qHTS | Isocitrate dehydrogenase [NADP] cytoplasmic (Homo sapiens), O75874 | IDH1-R132H enzyme, NADPH consumption, diaphorase/resazurin fluorescence | Potency, µM (series often up to 76.6 µM), without a hit: at the highest dose activity change, negative = inhibition, most hits filed as inhibitors | 0.093% of 390,000 active | AID 602179, 2012; also: potency is read from the fitted curve at half-maximal effect; nearly all actives have a fitted effect of over 65% in size
Target sequence (O75874 whole entry R132H, stated change not applied): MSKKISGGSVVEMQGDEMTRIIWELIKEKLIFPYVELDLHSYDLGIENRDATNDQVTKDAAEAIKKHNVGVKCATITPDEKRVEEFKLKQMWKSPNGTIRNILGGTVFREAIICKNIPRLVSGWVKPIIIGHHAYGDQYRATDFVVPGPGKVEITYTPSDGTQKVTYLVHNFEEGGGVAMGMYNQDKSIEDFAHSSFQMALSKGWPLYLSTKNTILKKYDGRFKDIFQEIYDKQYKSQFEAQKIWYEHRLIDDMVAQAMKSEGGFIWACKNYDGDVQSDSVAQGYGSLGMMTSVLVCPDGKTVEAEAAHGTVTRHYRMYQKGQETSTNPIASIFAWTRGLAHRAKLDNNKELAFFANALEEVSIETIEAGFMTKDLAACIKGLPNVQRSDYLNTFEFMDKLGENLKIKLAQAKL
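IDH1-R132H (0.5 ug/mL dispensed) in pH 7.5 Tris buffer was preincubated 30 min with compound, then given a substrate mix of 0.016 mM NADPH and 2 mM alpha-KG for 80 min at room temperature; remaining NADPH was read by diaphorase/resazurin fluorescence.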
USP1-UAF1 inh: Inhibitors of USP1/UAF1: Primary Screen; Ubiquitin carboxyl-terminal hydrolase 1 (Homo sapiens), O94782; recombinant USP1/UAF1, Ub-Rhodamine cleavage fluorescence; Potency, µM (titrated, usually from 57.1 µM), inactives show at the top dose activity change, negative = inhibition, most hits filed as inhibitors; 0.23% of 390,000 active; AID 743255, 2014; also: potency is read from the fitted curve at half-maximal effect; nearly all actives have a fitted effect of over 60% in size; inactives centre near -12
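USP1/UAF1 complex (1 nM) preincubated 15 min at room temperature with compound, then Ub-Rho substrate (150 nM final) added. Kinetic fluorescence at 480/540 nm over 6 reads at 60 s intervals; 50 mM HEPES pH 7.8, 0.5 mM EDTA, 0.1 mg/ml BSA, 1 mM TCEP, 0.01% Tween-20.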
PI4K2A inh: qHTS for small molecular inhibitors of PI4K2A | Phosphatidylinositol 4-kinase type 2-alpha (Homo sapiens), Q9BTU6 | purified PI4K2A, ADP-Glo luminescence, 1 h; active compounds read low | activity change, negative = inhibition, % at 76.9 µM | 0.13% of 420,000 active; in the data active = activity change below about -50%; inconclusive = mostly about -30% to -49%;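 also: -100% = wells without enzyme as full effect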
Target sequence (Q9BTU6 whole entry, looked up): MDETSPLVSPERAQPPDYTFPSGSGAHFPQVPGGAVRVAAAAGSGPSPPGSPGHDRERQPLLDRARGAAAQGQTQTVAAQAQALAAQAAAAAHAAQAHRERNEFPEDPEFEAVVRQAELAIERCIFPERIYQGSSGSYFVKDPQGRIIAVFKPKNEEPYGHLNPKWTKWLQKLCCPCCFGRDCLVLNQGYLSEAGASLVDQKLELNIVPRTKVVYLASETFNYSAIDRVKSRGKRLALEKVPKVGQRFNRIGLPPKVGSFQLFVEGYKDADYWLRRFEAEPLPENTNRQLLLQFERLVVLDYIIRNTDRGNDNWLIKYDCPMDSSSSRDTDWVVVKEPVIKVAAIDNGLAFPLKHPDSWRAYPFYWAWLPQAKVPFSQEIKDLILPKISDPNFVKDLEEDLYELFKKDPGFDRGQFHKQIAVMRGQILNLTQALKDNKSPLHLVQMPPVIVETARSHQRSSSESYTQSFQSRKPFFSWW
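In this quantitative HTS, ADP production by PI4K2A was quantified luminescently after 1 h at ambient temperature; 100 microM adenosine served as plate-quality control.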
Numbers without * were called inactive; u = inconclusive. Unless noted, calls follow the shape of the dose curve; as a rule, active = well fitted inhibition curve with a large enough effect; inconclusive = small, poorly fitted or top-dose-only effect; inactive = no such curve, though single readings can be large or run the other way. Unless noted, % is scaled to controls: 0 for no effect and ±100 for the full control effect. A portion of the library, so the mix of outcomes need not match the whole.

The first 7 entries (preview)
SMILES	IDH1 R132H inh	USP1-UAF1 inh	PI4K2A inh
C[C@@H]1CN([C@@H](C)CO)C(=O)CCCn2nncc2CO[C@H]1CN(C)S(=O)(=O)c1ccccc1F	-1%	-7%	4
COCOCCn1cc(CN2CCS(=O)(=O)N(Cc3ccc(-c4cccc(CO)c4)cc3)C(C)C2=O)nn1 (stereo unspecified)	8%	5%	5
Cc1cc(C(=O)CCC(=O)Nc2ccc(C(N)=O)cc2)c(C)s1	4%	u	3
O=C1NC(Cc2ccccc2)c2nc3ccccc3c(=O)n2-c2ncccc21 (stereo unspecified)	1%	-9%	2
CC1(C)CC(=O)C=C(c2n[nH]nc2C2=CCCCC2)C1	8%	2%	2
Cc1ccc([C@H]2N[C@]3(CCCN(Cc4ccc(Br)cc4)C3=O)[C@H]3C(=O)N(Cc4ccccc4)C(=O)[C@@H]23)cc1	-9%	-13%	2
CCCC1NC(=O)c2cccnc2-n2c1nc1ccccc1c2=O (stereo unspecified)	8%	-22%	0

All compounds of this part, from the start:
SMILES	IDH1 R132H inh	USP1-UAF1 inh	PI4K2A inh
C[C@@H]1CN([C@@H](C)CO)C(=O)CCCn2nncc2CO[C@H]1CN(C)S(=O)(=O)c1ccccc1F	-1%	-7%	4
COCOCCn1cc(CN2CCS(=O)(=O)N(Cc3ccc(-c4cccc(CO)c4)cc3)C(C)C2=O)nn1 (stereo unspecified)	8%	5%	5
Cc1cc(C(=O)CCC(=O)Nc2ccc(C(N)=O)cc2)c(C)s1	4%	u	3
O=C1NC(Cc2ccccc2)c2nc3ccccc3c(=O)n2-c2ncccc21 (stereo unspecified)	1%	-9%	2
CC1(C)CC(=O)C=C(c2n[nH]nc2C2=CCCCC2)C1	8%	2%	2
Cc1ccc([C@H]2N[C@]3(CCCN(Cc4ccc(Br)cc4)C3=O)[C@H]3C(=O)N(Cc4ccccc4)C(=O)[C@@H]23)cc1	-9%	-13%	2
CCCC1NC(=O)c2cccnc2-n2c1nc1ccccc1c2=O (stereo unspecified)	8%	-22%	0
O=C(Nc1ccc2c(c1)[C@@H]1C[C@@H](CC(=O)N3CCOCC3)O[C@@H](CO)[C@@H]1O2)NC1CCCC1	13%	-17%	-2
C[C@H]1CN(C2CCCCC2)C(=O)[C@@H]1CC(=O)Nc1ccc(Br)cc1	5%	-2%	-6
CCc1ccccc1OCC(=O)Nc1nnc(C2CC2)s1	1%	-12%	1
O=c1ccc2c(ccc3ncccc32)o1	9%	-22%	1
COc1ccc(C(=O)CC(C(=O)O)c2ccc(OC)c(OC)c2)cc1OC (stereo unspecified)	-3%	-25%	1
CCc1sc(C(=O)N(CCOC)c2c(N)n(Cc3ccccc3)c(=O)[nH]c2=O)cc1C	-1%	-20%	-6
Cc1cccc(NC(=O)COC(=O)c2nn(-c3ccccc3C(F)(F)F)cc2O)c1C	3%	-28%	-4
Cc1cc(C)c(S(=O)(=O)N2CCN(C(=O)CC(C)n3nc(C)nc3C)CC2)c(C)c1 (stereo unspecified)	-7%	-26%	-1
CCN1C(=O)[C@H]2[C@@H](c3ccc(OC)cc3)N[C@]3(CCCN(Cc4cccn4C)C3=O)[C@H]2C1=O	1%	-13%	-2
COCC(O)Cn1ccnc1[N+](=O)[O-] (stereo unspecified)	-10%	-30%	-1
C[C@H](CO)N1C[C@H](C)[C@@H](CN(C)S(=O)(=O)c2cn(C)cn2)OCc2cn(nn2)CCCC1=O	7%	-4%	-1
Cc1ccccc1-c1ccc2c(c1)O[C@@H](CN(C)C(=O)Nc1ccc(C(F)(F)F)cc1)[C@H](C)CN([C@@H](C)CO)S2(=O)=O	-5%	-29%	-5
C[C@H](CO)N1C[C@H](C)[C@H](CN(C)S(=O)(=O)c2cccc(F)c2)Oc2cc(Br)ccc2S1(=O)=O	10%	-30%	-3
CCN(CC)C(=O)C1=C(C)N(Cc2ccccc2)C(=O)C(CC(=O)NCc2ccco2)C1 (stereo unspecified)	-4%	-19%	-2
Cc1ccc(NS(=O)(=O)c2ccc(-n3cccn3)cc2)c(Cl)c1	-14%	-24%	5
C[C@H](CO)N1C[C@H](C)[C@H](CN(C)C(=O)Cc2ccncc2)Oc2ncc(Br)cc2C1=O	2%	-14%	-3
COc1ccc(C(=O)OCC(=O)N2CCN(C(=O)c3ccco3)CC2)c(OC)c1OC	4%	-10%	4
CCCNC(=O)N(C)C[C@H]1Oc2ncc(C#CCc3ccccc3)cc2C(=O)N([C@H](C)CO)C[C@H]1C	12%	-24%	-10

Additional records
SMILES	IDH1 R132H inh	USP1-UAF1 inh	PI4K2A inh
COc1ccc(C(=O)Nc2cc(OC)c(NC(=O)Nc3ccccc3)cc2OC)cc1	10%	-14%	3
Cc1cccc(C)c1NC(=O)c1cc(S(=O)(=O)N2CCC3(CC2)OCCO3)ccc1F	-3%	-18%	3
O[C@H]1C[C@H](c2ccc(Cl)cc2)N(CC2CCCCC2)C[C@@H]1n1cc(-c2ccc(F)cc2)nn1	12%	-18%	0
CCCCCCN1C[C@@H](n2cc(COC(=O)c3ccccc3)nn2)[C@H](O)C[C@@H]1c1ccc(C)cc1	7%	u	-2
CN(Cc1cnn(-c2ccccc2)c1)C(=O)c1cccc(S(=O)(=O)N(C)c2ccccc2)c1	-5%	-17%	-2
COC(=O)C[C@H]1C[C@H]2c3cc(NS(=O)(=O)c4cccc(OC)c4)ccc3O[C@H]2[C@@H](CO)O1	3%	u	-6
O=C(O)C(Cc1c[nH]c2ccccc12)NS(=O)(=O)c1ccc(F)cc1 (stereo unspecified)	-1%	-11%	-3
C[C@@H]1CCCCO[C@@H](CN(C)S(=O)(=O)c2ccccc2)[C@@H](C)CN([C@H](C)CO)C(=O)c2cc(NS(=O)(=O)c3ccc(F)cc3)ccc2O1	7%	-20%	-8
C[C@H]1CN(c2ccc(Br)cc2)C(=O)[C@@H]1CC(=O)Nc1ccccc1	0%	-22%	-3
C[C@H](NC(=O)c1[nH]cnc1C(=O)Nc1ccccc1F)c1ccccc1	-6%	2%	1
CCC(C)[C@H](N)C(=O)N[C@H]1CCC2C3CC=C4C[C@@H](O)CC[C@]4(C)C3CC[C@@]21C (stereo partly specified)	2%	-9%	-4
CCCCNC(=O)CNC(=O)c1nn(-c2ccc(OC)c(OC)c2)c(=O)c2ccccc12	10%	-28%	-1
CC(C)(C)c1cc(NC(=O)COC(=O)c2ccccc2)n(-c2ccccc2)n1	-8%	4%	-4
CC1=C(C(=O)Nc2ccccc2C(=O)N2CCN(c3ccccc3)CC2)SCCO1	-1%	-26%	2
Cc1cccc(OCC(=O)N2CCc3ccccc3C2)c1C	15%	-16%	3
COCCNC(=S)N1CCC2CC1c1c(Cl)cccc12 (stereo unspecified)	0%	-12%	4
CCOC(=O)N1CCN(C2=C(NS(=O)(=O)c3ccc(Br)cc3)C(=O)c3ccccc3C2=O)CC1	0%	-25%	u
CC1CCCC(C)N1CCCNC(=O)C1CCCN(S(=O)(=O)N2CCCCC2)C1 (stereo unspecified)	-7%	-12%	1
C[C@@H]1CNC(=O)c2c(C(=O)N[C@@H](Cc3c[nH]c4ccccc34)C(=O)OC(C)(C)C)ncn21	10%	-23%	4
O=C(C1CC(=O)N(c2ccc(F)c(Cl)c2)C1)N1CCOCC1 (stereo unspecified)	-5%	-5%	-6
O=C(NCC1CCCO1)c1ccc2c(c1)N(Cc1ccc(Cl)cc1)CCS2 (stereo unspecified)	6%	-13%	-3
C[C@@H]1CN([C@H](C)CO)C(=O)CCCn2nncc2CO[C@@H]1CN(C)S(=O)(=O)c1cccc(F)c1	-9%	-6%	-1
C[C@@H]1CN([C@H](C)CO)C(=O)CCCn2nncc2CO[C@H]1CN(C)S(=O)(=O)c1ccccc1	-2%	-25%	-5
CC1=C(C(=O)N(C)C)CC(CC(=O)NCC2CCCCC2)C(=O)N1Cc1ccccc1 (stereo unspecified)	0%	-13%	-5
CC1Cc2nc(SCC(=O)NCC3CCCO3)n(-c3ccccc3)c(=O)c2S1 (stereo unspecified)	15%	-14%	-1

Later entries
SMILES	IDH1 R132H inh	USP1-UAF1 inh	PI4K2A inh
COc1ccccc1N1CCN(S(=O)(=O)CCNC(=O)CCc2ccccc2)CC1	14%	-22%	2
C[C@H]1CN([C@@H](C)CO)S(=O)(=O)c2ccc(Br)cc2O[C@@H]1CN(C)Cc1ccccc1	10%	-34%	-6
C[C@H]1CN([C@@H](C)CO)C(=O)CCCn2cc(nn2)CO[C@@H]1CN(C)C(=O)Nc1ccc2c(c1)OCO2	5%	-20%	-4
CCCCCCN1C[C@H](n2cc(COC(=O)c3ccccc3)nn2)[C@@H](O)C[C@@H]1c1ccccc1	0%	-25%	-1
Cc1c(Cl)ccc(S(=O)(=O)N2CCN(C)CC2)c1Cl	5%	4%	-1
Cc1ccc(C(=O)NCC(=O)OCC(=O)N(CC(C)C)c2c(N)n(Cc3ccccc3)c(=O)[nH]c2=O)s1	4%	-19%	2
CCCc1ccc(S(=O)(=O)N2CCN(C(=O)CN3C(=O)NC(C)(C4CC4)C3=O)CC2)cc1 (stereo unspecified)	-1%	-5%	-3
CC(=NO)C1(C)CC=CCC1CO (stereo unspecified)	12%	-15%	-5
C[C@H]1CN([C@@H](C)CO)C(=O)CCCn2nncc2CO[C@@H]1CN(C)C(=O)c1ccccc1	6%	u	1
O=C(O)c1ccc(-n2ncc(Cl)c(Cl)c2=O)cc1	0%	12%	-12
Cc1noc(NS(=O)(=O)c2ccc(NC(=O)/C=C/c3ccc(Cl)cc3Cl)cc2)c1C	0%	-31%	-5
O=C(NCC1CCCO1)c1ccc(Cl)c(NS(=O)(=O)c2ccc(F)cc2)c1 (stereo unspecified)	0%	-22%	-4
O=S(=O)(Cc1ccccc1)C(c1ccccc1)S(=O)(=O)Cc1ccccc1	-1%	-25%	2
O=C(CN1C(=O)c2ccccc2C1=O)NC1CCS(=O)(=O)C1 (stereo unspecified)	-13%	u	1
C[C@H]1CCCCO[C@H](CN(C)C(=O)Nc2ccc(F)cc2)[C@@H](C)CN([C@@H](C)CO)C(=O)c2cc(NC(=O)Nc3ccc4c(c3)OCO4)ccc2O1	-1%	u	-5
N#CC(=Cc1cccs1)c1nc(-c2ccc(Cl)cc2)cs1	-7%	-29%	-1
O=C(NC(=S)Nc1cccc(O)c1)C12CC3CC(CC(C3)C1)C2	4%	u	-4
C[C@H](CO)N1C[C@H](C)[C@H](CN(C)C(=O)c2cc(-c3ccccc3)on2)OCc2cnnn2CCCC1=O	-4%	-10%	-3
COc1ccc([C@H]2CN(c3ccc(OC)cc3)C(=O)[C@@H]2CC(=O)Nc2ccc(Br)cc2)cc1	-3%	-32%	0
CCCCc1cc(=O)oc2cc(OC(C)C(=O)NCCN3CCOCC3)ccc12 (stereo unspecified)	-3%	-4%	-1
Cc1ccc([C@@H]2C[C@H]3[C@@H](CN2S(=O)(=O)c2ccc(C)cc2)C(=O)C[C@@H](c2ccc(C)cc2)N3S(=O)(=O)c2ccc(Cl)cc2)cc1	-3%	-19%	4
CC(=O)Nc1ccc(S(=O)(=O)Nc2nnc(C)s2)cc1	2%	u	-1
COc1ccc(C#Cc2cnc3c(c2)C(=O)N([C@@H](C)CO)C[C@@H](C)[C@@H](CN(C)CC2CCOCC2)O3)cc1	-5%	-9%	-5
CN1C(=O)CCS(=O)(=O)C1c1ccc(Cl)c(Cl)c1 (stereo unspecified)	-3%	-16%	0
COc1ccc(C2NC(=O)NC(C)=C2C(=O)OC2CCCCC2)cc1 (stereo unspecified)	-17%	-27%	2
CCCNC(=O)CSc1ccc(S(=O)(=O)N(C)C2CCCCC2)cn1	1%	-16%	7

An excerpt of these results, with bars between the fields.
canonical_smiles | IDH1 R132H inh | USP1-UAF1 inh | PI4K2A inh
CCCCc1cc(=O)oc2cc(OC(C)C(=O)NCCN3CCOCC3)ccc12 (stereo unspecified) | -3% | -4% | -1
Cc1ccc([C@@H]2C[C@H]3[C@@H](CN2S(=O)(=O)c2ccc(C)cc2)C(=O)C[C@@H](c2ccc(C)cc2)N3S(=O)(=O)c2ccc(Cl)cc2)cc1 | -3% | -19% | 4
CC(=O)Nc1ccc(S(=O)(=O)Nc2nnc(C)s2)cc1 | 2% | u | -1
COc1ccc(C#Cc2cnc3c(c2)C(=O)N([C@@H](C)CO)C[C@@H](C)[C@@H](CN(C)CC2CCOCC2)O3)cc1 | -5% | -9% | -5

Source: PubChem BioAssay
